# Assay outcomes from PubChem.
# Sm TGR block – S. mansoni TGR enzyme inhibition; purified TGR, DTNB reduction, TNB absorbance 405 nm; AID 485364; Potency, µM (titrated, usually from 114 µM), without a hit: at the highest dose activity change, negative = inhibition, actives largely listed as inhibitors; 360,000 tested, 3% active; further: potency means the concentration at half of the fitted maximal effect; nearly all actives have a fitted effect of over 60% in size
#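 First, TGR (20 nM dispensed) and NADPH were mixed with compound. Second, a 15 min room-temperature incubation followed. Third, further NADPH and then DTNB were added to start the reaction. Finally, TNB absorbance was monitored kinetically.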
# AmpC detergent – blocks E. coli AmpC beta-lactamase in detergent assay | P00811 | AmpC hydrolysis of nitrocefin, absorbance 480 nm, 0.01% Triton | Potency, µM (highest dose often 114 µM), inactives show top-dose activity change, negative = inhibition, hits mostly inhibitors | 370,000 tested, 0.041% active | AID 485294;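 further: potency means the concentration at half of the fitted maximal effect; 0% = no-compound wells and -100% = no-enzyme wells; nearly all actives have a fitted effect of over 25% in size; some results filed as inactive show a strong effect at the top dose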
# Target sequence (P00811 whole entry, looked up): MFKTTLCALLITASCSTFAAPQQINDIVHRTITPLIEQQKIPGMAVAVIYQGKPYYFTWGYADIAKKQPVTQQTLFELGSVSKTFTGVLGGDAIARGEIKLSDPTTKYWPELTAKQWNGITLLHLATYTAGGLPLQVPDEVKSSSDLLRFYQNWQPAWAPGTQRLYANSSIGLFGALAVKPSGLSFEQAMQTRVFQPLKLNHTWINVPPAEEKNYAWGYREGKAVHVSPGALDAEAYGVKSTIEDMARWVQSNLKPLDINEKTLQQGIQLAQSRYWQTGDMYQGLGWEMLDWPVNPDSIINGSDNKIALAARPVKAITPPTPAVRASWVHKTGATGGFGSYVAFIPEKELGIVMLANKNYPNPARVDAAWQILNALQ
#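 20 mM phosphate pH 7.0 + 0.01% (detergent screen) or 0.0001% Triton X-100; 5.3 nM AmpC reagent; cpd preinc 15 min RT; nitrocefin (800 uM stock) to start; A480 q20 s × 4 min; Activity was normalised to no-enzyme and no-compound control wells.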
# Giardia FBPA inh – Giardia lamblia aldolase inhibition | purified Giardia FBPA | Potency, µM (top dose mostly 59.6 µM), without a hit: at the highest dose activity, negative = inhibition, most hits filed as inhibitors | 290,000 tested, 0.71% active | A8B2U2; further: potency means the concentration at half of the fitted maximal effect; nearly all actives have a fitted effect of over 55% in size
# Target sequence (A8B2U2 whole entry, looked up): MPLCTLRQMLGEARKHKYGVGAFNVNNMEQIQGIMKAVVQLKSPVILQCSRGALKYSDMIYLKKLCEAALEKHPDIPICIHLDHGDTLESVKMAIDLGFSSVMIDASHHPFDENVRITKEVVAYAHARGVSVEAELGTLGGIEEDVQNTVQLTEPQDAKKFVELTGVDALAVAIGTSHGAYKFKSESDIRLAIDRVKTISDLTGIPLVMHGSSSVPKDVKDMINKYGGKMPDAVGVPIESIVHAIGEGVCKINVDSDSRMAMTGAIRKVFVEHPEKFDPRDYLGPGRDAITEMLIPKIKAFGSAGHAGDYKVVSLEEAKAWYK
#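 Giardia FBPA (40 nM reagent) was preincubated 10 min at RT with compound (up to 57.5 uM final), then substrate plus GAPDH/TPI/NAD/arsenate coupling system with diaphorase/resazurin was added; resorufin fluorescence (525/598 nm) was read after 20 min.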
# AMA1-RON2 inh – AMA1-RON2 (P. falciparum) interaction inhibition | AlphaScreen AMA1-biotinylated RON2 peptide binding | Potency, µM (titrated, usually from 58.2 µM), for the others: at the highest dose activity change, negative = inhibition, hits mostly inhibitors | 360,000 tested, 0.2% active | AID 720542;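 further: potency means the concentration at half of the fitted maximal effect; 0% = vehicle wells and -100% = peptide control; nearly all actives have a fitted effect of over 45% in size; some results filed as inactive show a strong effect at the top dose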
#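 AMA1 (3D7) with his tag at 25 nM final met compounds first, then biotinylated RON2 peptide at 25 nM; detection used donor plus acceptor beads, 10 µg/mL apiece, read by AlphaScreen after 30 min at room temperature.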
# HCMV inh – blocks human cytomegalovirus replication; HFF cells, HCMV-luciferase reporter, 72 h; hits give low values; activity change, negative = inhibition, % at 57.5 µM; 410,000 tested, 4.5% active; in the data active means activity change below about -60%; inconclusive means no clear call, values can overlap the other calls; inactive means above about -39%
#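 Compounds were evaluated in HFFs infected with an HCMV luciferase reporter virus (MOI 1 PFU/cell). Luciferase in lysates collected 72 h post infection served as the replication measure.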
# HCV inhibitor – blocks hepatitis C virus. Huh7.5.1 HCVcc-Cre infection, luciferase reporter, 44 h. Potency, µM (top dose mostly 41.8 µM), inactives show top-dose activity change, negative = inhibition, most hits filed as inhibitors. 340,000 tested, 3.4% active; further: potency means the concentration at half of the fitted maximal effect
#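 Cells seeded at 1,000/well and cultured 4 h, then compounds added followed by HCVcc-Cre virus (~0.5 moi). After 44 h further culture, luciferase substrate was added, plates held 15 min at room temperature, and luminescence read for 15 sec.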
# An asterisk follows results filed as active; u = inconclusive; x = no result given; & = joins results of further samples; [ ] = another dose, or the depositor's remark. Unless noted, the call rests on the fitted dose curve; in most records, active means well fitted curve in the direction sought with a large enough effect; inconclusive means small, poorly fitted or top-dose-only effect, or another doubt; inactive means no such curve, though single readings can be large; an effect the other way counts as inactive or inconclusive. Unless noted, on the % scale 0 is the no-effect control and ±100 the full control effect.
cpd	Compound	Sm TGR block	AmpC detergent	Giardia FBPA inh
1	CN1CCCN(C(=O)CNC(=O)c2ccccc2F)CC1	x	x	x
2	Cc1c(Cl)cccc1NC(=O)CN1C(=O)CSc2ncccc21	0%	u	-3%
3	Cc1ccc(C)n1-c1ccc(N2CCOCC2)nc1	0%	-9%	u
4	COc1cccc(C2C(C(C)=O)=C(C)Nc3ncnn32)c1 (stereo unspecified)	4%	-4%	-7%
5	CSc1sc(-c2nnc(SCC(=O)Nc3ccccc3)n2C)c2c1C=CCC2	8%	-5%	-7%
6	O=[N+]([O-])c1ccccc1S(=O)(=O)Oc1ccc(/C=N/n2cnnc2)cc1	-1%	-10%	-5%
7	CCN(CC)C(=O)c1cnn(-c2ccc(F)cc2)c1-n1cccc1	-4%	16%	x
8	CC(C)(NC(=O)NC(CO)c1ccccc1)c1cccc(C(C)(C)NC(=O)NC(CO)c2ccccc2)c1 (stereo unspecified)	-4%	7%	x
9	CN(C(=O)c1ccccc1OCc1ccc(Cl)cc1)c1ccccc1	5%	9%	x
10	CC(=O)Nc1ccc(-c2csc(N/N=C\c3ccncc3)n2)cc1	u	9%	-3%

cpd	AMA1-RON2 inh	HCMV inh	HCV inhibitor
1	30%[11.6 µM]	7	-3%
2	x	x	x
3	19%	-4	-14%
4	1%	x	27%
5	-18%	64	-10%
6	13%	-24	-5%
7	x	-5	x
8	-8%	3	12%
9	0%	-27	-14%
10	54%[activator]	-30	u

# More structures follow:
cpd	Compound	Sm TGR block	AmpC detergent	Giardia FBPA inh
11	CC(=O)OCC(=O)Nc1cc(S(=O)(=O)N2CCCCCC2)ccc1Cl	22%	-2%	1%
12	CC(C(=O)NCc1ccc(Cl)cc1)n1ccc2cc(S(=O)(=O)N3CCCC3)ccc21 (stereo unspecified)	-1%	-7%	x
13	CCOC(=O)c1noc2ncnc(Nc3cccc(C(F)(F)F)c3)c12	-2%	17%	x
14	CCCn1cnc2cc(NC(=O)c3ccco3)ccc21	-21%	-10%	-4%
15	COc1ccc(CNCC(=O)Nc2cccc(S(N)(=O)=O)c2)cc1	x	-6%	u
16	C[N+]1(C)[C@@H]2CC(OC(=O)[C@H](CO)c3ccccc3)C[C@H]1[C@@H]1O[C@@H]12 (stereo partly specified)	-17%&9%	-14%&-9%	6%&5%
17	CCc1ccc(CNC(=O)c2ccc(OC3CCN(C(=O)COC)CC3)cc2)nc1	-25%	4%	x
18	COC(=O)C1=C(C(=O)OC)SC(=C2C(=S)C(C)(C)N(C(=O)C3CC3)c3ccccc32)S1	-6%	-2%	-5%
19	Cc1ccc(Cl)cc1-n1ncc2c(Nc3cccc(C)c3C)ncnc21	11%	2%	x
20	Cc1cccc2cc(-c3ccccc3)c(-c3ccccc3)c[n+]12	-4%	-18%	-8%

cpd	AMA1-RON2 inh	HCMV inh	HCV inhibitor
11	7%	-19	15%
12	x	-24	x
13	x	-10	x
14	-11%	1	4%
15	10%	-6	8%
16	12%&-2%	-2&21	-11%[8.37 µM]
17	21%	10	x
18	u	1	-9%
19	x	-23	x
20	-9%	-97*	u

# Next records follow:
cpd	Compound	Sm TGR block	AmpC detergent	Giardia FBPA inh
21	O=S(=O)(Nc1cccc(S(=O)(=O)N2CCCC2)c1)c1ccc(Cl)cc1	x	x	x
22	Cc1cc(C)cc(NC(=O)c2cc(C)n(Cc3cccs3)c2C)c1	40µM*	-11%	0%
23	Cc1ccccc1Nc1nc(N)nc(CSCC(=O)Nc2cccc(Br)c2)n1	-8%	-8%	4%
24	CCOc1ccc2nc(SCC(=O)NC(=O)NCc3ccco3)[nH]c2c1	5%	-10%	0%
25	O=C(CN1CCCC1)NC(=O)NC1CCCC1	-3%	-8%	3%
26	Cc1ccccc1-n1nnnc1SCC(=O)NNC(=O)c1ccc(NC(=O)CC#N)cc1	-1%	0%	x
27	O=C(O)COc1ccc(/C=C/C(=O)c2ccc(C3CCCCC3)cc2)cc1	3%	u	7%
28	Cc1c(NC(=O)c2cc(-c3cccs3)on2)c(=O)n(-c2ccccc2)n1C	6%	7%	3%
29	CCNc1nc(SC(C)C(=O)Nc2ccccc2)nc(N2CCOCC2)n1 (stereo unspecified)	1%	u	3%
30	COc1ccc(NC(=O)CN(C)C(=O)c2cccc(S(=O)(=O)N3CCN(Cc4ccccc4)CC3)c2)cc1	-11%	-1%	x

cpd	AMA1-RON2 inh	HCMV inh	HCV inhibitor
21	-8%	-39	22%
22	-7%	98	u
23	0%	-7	-8%
24	-7%	-9	1%
25	14%	10	0%
26	140%[activator]	3	5%
27	-2%	-9	12%
28	-5%	52	17%
29	19%	56	u
30	24%	x	u

# More results:
cpd	Compound	Sm TGR block	AmpC detergent	Giardia FBPA inh
31	C[N+](C)(CCOc1ccccc1)Cc1ccccc1 (tested in a mixture with another compound)	-21%	-13%	x
32	COc1ccc(S(=O)(=O)N2CCOC2CNC(=O)C(=O)NCCCc2ccccc2)cc1 (stereo unspecified)	-1%	-14%	x
33	COc1ccc(Nc2nnc(SCC3CCCCO3)s2)cc1 (stereo unspecified)	2%	5%	-7%
34	CCC(C)[C@H](N)c1nnc(SCC(=O)Nc2ccc(C)cc2C)o1 (stereo partly specified)	4%	u	-1%
35	N#Cc1c(N)nc(SC2CCCCC2=O)c(C#N)c1-c1ccco1 (stereo unspecified)	x	x	x
36	CCN(CC(=O)NCCC1=CCCCC1)S(=O)(=O)c1ccccc1	-3%	2%	-2%
37	CCOC(=O)Cn1c(=O)n(C2CCCCC2)c2nc(-c3ccc(CC)cc3)nc(C(N)=O)c21	0%	0%	x
38	COc1ccc(OC)c(N(CC(=O)NC2CC3CCC2C3)S(=O)(=O)c2ccccc2)c1 (stereo unspecified)	0%	0%	x
39	COC(=O)c1ccc2nc(C)c(C)nc2c1	-21%	1%	5%
40	COC(=O)c1ccc(Cl)c(NC(=O)CSc2ncn[nH]2)c1	-14%	-11%	-1%

cpd	AMA1-RON2 inh	HCMV inh	HCV inhibitor
31	-2%	8	x
32	13%	-21	x
33	-5%	18	1%
34	110%[activator]	-3	-7%
35	-19%	73	u
36	-11%	-26	-17%
37	x	2	x
38	-20%	-9	-16%
39	-3%	12	-11%
40	0%	46	11%

# Reprinted at random: three entries already listed
cpd	Compound	Sm TGR block	AmpC detergent	Giardia FBPA inh
36	CCN(CC(=O)NCCC1=CCCCC1)S(=O)(=O)c1ccccc1	-3%	2%	-2%
32	COc1ccc(S(=O)(=O)N2CCOC2CNC(=O)C(=O)NCCCc2ccccc2)cc1 (stereo unspecified)	-1%	-14%	x
40	COC(=O)c1ccc(Cl)c(NC(=O)CSc2ncn[nH]2)c1	-14%	-11%	-1%

cpd	AMA1-RON2 inh	HCMV inh	HCV inhibitor
36	-11%	-26	-17%
32	13%	-21	x
40	0%	46	11%

# Next section:
cpd	Compound	Sm TGR block	AmpC detergent	Giardia FBPA inh
41	O=C(c1ccccc1)c1ccc(OCC(O)CNCc2ccc(Cl)cc2)cc1 (stereo unspecified)	-1%	-13%	u
42	Cn1cnc(S(=O)(=O)N2CCCC(C(=O)NCc3ccccc3Cl)C2)c1 (stereo unspecified)	1%	10%	x
43	CCCNC(=O)CSc1cn(CC(=O)N2CCCCCC2)c2ccccc12	-4%	-5%	x
44	CC(C)CN(C(=O)CCC(=O)OC(C)C(=O)Nc1cccc(C#N)c1)c1c(N)n(CC(C)C)c(=O)[nH]c1=O (stereo unspecified)	-14%	-9%	x
45	CCn1c(SCC(N)=O)nc2ccccc2c1=O	2%	u	-11%
46	O=C(c1cc2sccc2n1Cc1ccccc1)N1CCN(c2nc3ccccc3s2)CC1	-11%	-3%	2%
47	Cc1ccc(N2CC(=O)N(NC(=O)CN3CCN(c4ccccc4)CC3)CC2=O)cc1	-4%	7%	-4%
48	Cn1c(=O)c2c(nc(NCc3ccco3)n2Cc2ccc(Cl)cc2Cl)n(C)c1=O	-23%	-9%	-1%
49	CCOC(=O)C(Cc1ccccc1)C(=O)Nc1cccc2ccccc12 (stereo unspecified)	-2%	u	4%
50	COc1ccc(Nc2cc(=O)n(-c3ccccc3)c3c2c(=O)n(C)c(=O)n3C)cc1	12%	-1%	2%

cpd	AMA1-RON2 inh	HCMV inh	HCV inhibitor
41	u	-32	-2%
42	x	-26	x
43	x	-12	x
44	5%	-24	18%
45	2%	-17	12%
46	-22%	u	4.5µM*
47	9%	112	-1%
48	-14%	15	-4%
49	-4%	-32	13%
50	-3%	-29	9%

# Compound profiles, as listed above:
# Profile of `O=C(c1cc2sccc2n1Cc1ccccc1)N1CCN(c2nc3ccccc3s2)CC1` : Sm TGR block = -11%; AmpC detergent = -3%; Giardia FBPA inh = 2%; AMA1-RON2 inh = -22%; HCMV inh = u; HCV inhibitor = 4.5µM*
# Profile of `COc1ccc(Nc2cc(=O)n(-c3ccccc3)c3c2c(=O)n(C)c(=O)n3C)cc1` : Sm TGR block = 12%; AmpC detergent = -1%; Giardia FBPA inh = 2%; AMA1-RON2 inh = -3%; HCMV inh = -29; HCV inhibitor = 9%

# Next structures:
cpd	Compound	Sm TGR block	AmpC detergent	Giardia FBPA inh
51	C[n+]1c2cc(N)ccc2cc2ccc(N)cc21	x	x	u
52	O=C(OCC(=O)N1CCN(C(=O)c2ccco2)CC1)c1cn(-c2ccccc2)nc1-c1ccccc1	-13%	-20%	-2%
53	CCc1ccc(C(=O)c2cn(CC(=O)Nc3cc(OC)ccc3OC)c3nc(C)ccc3c2=O)cc1	-1%	-7%	x
54	COc1ccc(CCNc2ncnc3nc[nH]c23)cc1OC	6%	u	-3%
55	O=c1[nH]c(C(F)(F)F)nc2ccc3ccccc3c12	-10%	0%	-26%
56	CC(=O)C1(O)CCC2C3CC(C)C4=CC(=O)C=CC4(C)C3(F)C(O)CC21C (stereo unspecified)	x	x	x
57	Cc1cc(OCC(=O)Nc2ccc(N3CCCC3)cc2)cc(C)c1Cl	u	-3%	-6%

cpd	AMA1-RON2 inh	HCMV inh	HCV inhibitor
51	-6%&-25%	-99*	1.4µM*
52	-3%	7	2.8µM*
53	x	-8	x
54	29%	48	11µM*
55	5%	8	u
56	-5%	91	32%[activator]
57	-17%	70	u
